Jurkat NFkB inh – inhibitors of induced NF-kB luciferase reporter, primary screen, TCR NF-kB activation inhibitor project, cell-based, luminescence, uHTS | Jurkat, PMA/ionomycin-induced NF-kB luciferase reporter | inhibition, % at 4 µM | AID 435003, 2010 | 330,000 compounds, 0.53% hits; in the data active = inhibition above about 50%
APJ ag – agonists of human apelin receptor APJ, primary screen, CHO-K1 cells, PathHunter beta-arrestin, luminescence; AID 2520, 2010; 330,000 compounds, 0.11% hits; activation, % at 20 µM; 0% DMSO wells, 100% apelin; P35414;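 active = activation more than six SD over the plate average, tested at 20 µM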;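 also: 0% = DMSO alone and 100% = apelin-13 at 10 nM; some results filed as inactive read as strong as hits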
Target sequence (P35414 whole entry, looked up): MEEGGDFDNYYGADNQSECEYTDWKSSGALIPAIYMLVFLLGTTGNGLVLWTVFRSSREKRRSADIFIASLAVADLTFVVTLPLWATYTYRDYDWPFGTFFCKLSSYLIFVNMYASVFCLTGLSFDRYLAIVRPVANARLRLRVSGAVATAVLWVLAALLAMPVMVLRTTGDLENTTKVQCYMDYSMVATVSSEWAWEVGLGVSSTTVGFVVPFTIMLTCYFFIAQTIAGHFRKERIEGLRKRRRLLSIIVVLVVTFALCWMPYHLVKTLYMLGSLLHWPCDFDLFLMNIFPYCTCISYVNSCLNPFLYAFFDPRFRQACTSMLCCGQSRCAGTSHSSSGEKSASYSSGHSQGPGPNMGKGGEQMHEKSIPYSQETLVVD
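assay system = CHO-K1 APJ beta-arrestin complementation cell line | input = cell density 1000 per well | dosing = compound 20 µM once, DMSO 1% | timing = compound 90 min 25 °C, reagent 1 h | measured by = luminescence from split beta-galactosidase complementation, Galacton Star/Emerald II substrate | read-out basis = APJ agonist activity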
UPR CHOP act – activators of apoptotic CHOP UPR arm, primary screen, cell-based, CHO-CHOP luciferase reporter, luminescence, uHTS; UPR activation; percent of tunicamycin response over DMSO baseline; activation, % at 10 µM; 330,000 compounds, 0.34% hits; AID 449763, 2010;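 active = at 10 µM dose, activation of 40% or more, normalized to positive control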;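 also: 100% = tunicamycin at 10 µg/mL and 0% = DMSO alone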
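System: CHO CHOP reporter cells. Amount: 500 cells per well. Buffer or medium: F12 medium, 10% FBS. Compound dosing: one dose, 10 µM in 0.5% DMSO. Incubation: 6 h compound exposure at 37 °C after overnight seeding. Technique: Steady-Glo luciferase luminescence. Benchmarks: tunicamycin and DMSO controls.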
697 NFkB inh – inhibitors of PMA/ionomycin-induced NF-kB reporter, 697 cells, primary screen, B-cell NF-kB inhibitor project, cell-based, luminescence, uHTS; 697 B-cell NF-kB luciferase reporter, 16 h; inhibition, % at 4 µM; 330,000 compounds, 0.33% hits; AID 435022, 2010; in the data active = inhibition above about 35%
tim23-1 inh – growth inhibitors of tim23-1 mutant yeast, primary screen, luminescence, uHTS. inhibition, % at 20 µM. 330,000 compounds, 1.3% hits. S. cerevisiae tim23-1 growth, BacTiter-Glo luminescence, 24 h;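 active = growth inhibition of the mutant yeast at or above 50%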;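 also: temperature-sensitive mutant grown at 25 °C; plate controls were DMSO-treated mutant yeast for no effect and medium wells lacking yeast for full effect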
APJ antagonist – antagonists of human apelin receptor APJ, primary screen, CHO-K1 cells, beta-arrestin complementation, luminescence; inhibition, % at 20 µM; 330,000 compounds, 0.32% hits; AID 2521, 2010;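 active = inhibition above about 40% at 20 µM, limit read from the data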;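 also: cells challenged with 10 nM apelin-13 agonist together with compound; plate controls were apelin-13 plus DMSO wells for no effect and DMSO wells lacking apelin-13 for full effect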
XBP1 UPR activ – activators of adaptive XBP1 UPR arm, primary screen, cell-based, CHO-XBP1 luciferase reporter, luminescence, uHTS | IRE1-XBP1 UPR activation; percent of tunicamycin response, DMSO as zero | activation, % at 20 µM | 330,000 compounds, 0.33% hits | AID 463104, 2010;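 active = versus positive control, 20 µM dose yields 30% or more activation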;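 also: 100% = tunicamycin at 10 µg/mL and 0% = DMSO only wells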
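Test system: CHO-XBP1 luciferase reporter cells | Buffer or medium: Serum-containing F12 medium, 10% FBS | Schedule: 6 h compound exposure at 37 °C, 5% CO2 | Detection: Steady-Glo luciferase glow luminescence, 10 min after reagent addition | Read-out basis: Activation, % of tunicamycin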
Mdm2 MdmX PPI – inhibitors of human Mdm2-MdmX association, primary screen, cell-based, luminescence, split luciferase, SaOS-2, uHTS. AID 485346, 2010. inhibition, % at 8 µM. 330,000 compounds, 3% hits. SaOS-2 split-luciferase Mdm2/MdmX complementation. Protein Mdm4 (Homo sapiens) + E3 ubiquitin-protein ligase Mdm2 (Homo sapiens), …;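 active = inhibition of at least 50% at 8 µM in the primary screen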
* marks the source's active call; other numbers are inactive results.

`Cc1cccc(NC(=O)CC2C(=O)NC3CCCCC3N2C(=O)c2ccccc2Cl)c1` (stereo not drawn) gave Jurkat NFkB inh 2, APJ ag 0, UPR CHOP act 0.7, 697 NFkB inh -3, tim23-1 inh 7, APJ antagonist -3, XBP1 UPR activ -1 and Mdm2 MdmX PPI 16.
For CN(c1ccccc1)S(=O)(=O)c1ccc(NC(=S)NC(=O)c2ccccc2)cc1 the results were Jurkat NFkB inh -9, APJ ag -10, UPR CHOP act -2.0, 697 NFkB inh 8, tim23-1 inh 13, APJ antagonist 18, XBP1 UPR activ 0 and Mdm2 MdmX PPI 28.
Screening CCCOc1ccc(C2=CSC3=NCCN23)cc1 returned Jurkat NFkB inh -17, APJ ag -2, UPR CHOP act 1.7, 697 NFkB inh -35, tim23-1 inh 20, APJ antagonist 11, XBP1 UPR activ -1 and Mdm2 MdmX PPI 18.
Screening CC(=O)Nc1ccc(NC(=O)CSc2nnc(-c3ccco3)n2Cc2ccco2)cc1 returned Jurkat NFkB inh -1, APJ ag 4, UPR CHOP act -1.0, 697 NFkB inh 28, tim23-1 inh -1, APJ antagonist -1, XBP1 UPR activ 0 and Mdm2 MdmX PPI 4.
`Cc1occc1C(=O)NCCc1ccc(Cl)cc1` gave Jurkat NFkB inh 1, APJ ag -5, UPR CHOP act 3.4, 697 NFkB inh 0, tim23-1 inh -15, APJ antagonist -5, XBP1 UPR activ 0 and Mdm2 MdmX PPI -2.
Screening COc1ccc(CNC(=O)COC(=O)c2ccc(F)c(S(=O)(=O)N3CCOCC3)c2)cc1 returned Jurkat NFkB inh -3, APJ ag -3, UPR CHOP act -1.1, 697 NFkB inh -9, tim23-1 inh -5, APJ antagonist -8, XBP1 UPR activ 1 and Mdm2 MdmX PPI -1.
For O=C(NCc1ccc(Cl)cc1)c1ccc(NC(=O)C2CCCO2)cc1 (stereo not drawn) the results were Jurkat NFkB inh 7, APJ ag 2, UPR CHOP act -0.6, 697 NFkB inh 8, tim23-1 inh 17, APJ antagonist -23, XBP1 UPR activ -4 and Mdm2 MdmX PPI -26.
`COc1ccc(N2CCN(c3ccc(NC(=O)/C=C\C(=O)O)cc3)CC2)cc1` gave Jurkat NFkB inh -10, APJ ag -1, UPR CHOP act 0.8, 697 NFkB inh 15, tim23-1 inh 15, APJ antagonist 1, XBP1 UPR activ -2 and Mdm2 MdmX PPI 2.
For CSc1nc(NC(C)(C)C)nc(Oc2ccc(=O)n(C)n2)n1 the results were Jurkat NFkB inh 1, APJ ag -3, UPR CHOP act -0.9, 697 NFkB inh 15, tim23-1 inh -1, APJ antagonist -9, XBP1 UPR activ 2 and Mdm2 MdmX PPI 8.
`O=[N+]([O-])c1ccccc1CNCCO` gave Jurkat NFkB inh -3, APJ ag -3, UPR CHOP act -3.0, 697 NFkB inh 19, tim23-1 inh 14, APJ antagonist 20, XBP1 UPR activ -2 and Mdm2 MdmX PPI -19.
O=C(Nc1cccc2ccccc12)/C(=C\c1cccc([N+](=O)[O-])c1)NC(=O)c1cccs1 was read as Jurkat NFkB inh 3, APJ ag -1, UPR CHOP act 1.2, 697 NFkB inh 2, tim23-1 inh 10, APJ antagonist -6, XBP1 UPR activ 0 and Mdm2 MdmX PPI 8.
For O=C(CSc1nncc2ccccc12)Nc1cccc(C(=O)O)c1 the results were Jurkat NFkB inh 1, APJ ag -4, UPR CHOP act 0.6, 697 NFkB inh -1, tim23-1 inh 1, APJ antagonist -6, XBP1 UPR activ 4 and Mdm2 MdmX PPI -12.
`Cc1ccc(CN2CC(C(=O)NCCCSc3ccccc3)CC2=O)cc1` (stereo not drawn) gave Jurkat NFkB inh 4, APJ ag -3, UPR CHOP act -0.8, 697 NFkB inh 3, tim23-1 inh 21, APJ antagonist -16, XBP1 UPR activ -2 and Mdm2 MdmX PPI 26.
Cn1nnnc1SCC(=O)Nc1ccc(Oc2ccc(Cl)cc2)cc1 was read as Jurkat NFkB inh 18, APJ ag -2, UPR CHOP act -1.6, 697 NFkB inh -25, tim23-1 inh -6, APJ antagonist -6, XBP1 UPR activ -4 and Mdm2 MdmX PPI 37.
`COc1ccc(NC(=O)c2ccccc2)c([N+](=O)[O-])c1` gave Jurkat NFkB inh -37, APJ ag 9, UPR CHOP act 6.6, 697 NFkB inh -45, tim23-1 inh 8, APJ antagonist -30, XBP1 UPR activ 1 and Mdm2 MdmX PPI -47.

A section taken from the entries so far:
`Cc1ccc(CN2CC(C(=O)NCCCSc3ccccc3)CC2=O)cc1` (stereo not drawn) gave Jurkat NFkB inh 4, APJ ag -3, UPR CHOP act -0.8, 697 NFkB inh 3, tim23-1 inh 21, APJ antagonist -16, XBP1 UPR activ -2 and Mdm2 MdmX PPI 26.
Cn1nnnc1SCC(=O)Nc1ccc(Oc2ccc(Cl)cc2)cc1 was read as Jurkat NFkB inh 18, APJ ag -2, UPR CHOP act -1.6, 697 NFkB inh -25, tim23-1 inh -6, APJ antagonist -6, XBP1 UPR activ -4 and Mdm2 MdmX PPI 37.
`COc1ccc(NC(=O)c2ccccc2)c([N+](=O)[O-])c1` gave Jurkat NFkB inh -37, APJ ag 9, UPR CHOP act 6.6, 697 NFkB inh -45, tim23-1 inh 8, APJ antagonist -30, XBP1 UPR activ 1 and Mdm2 MdmX PPI -47.

(list continues)
NC(=O)C(c1ccc(Sc2ccccc2)nn1)c1ccc(Cl)cc1Cl (stereo not drawn) was read as Jurkat NFkB inh -8, APJ ag 0, UPR CHOP act -1.9, 697 NFkB inh 15, tim23-1 inh 15, APJ antagonist -3, XBP1 UPR activ -2 and Mdm2 MdmX PPI -4.
`COc1ccc(/C=C/C(=O)OCC(=O)c2ccc(S(=O)(=O)N3CCCCC3)cc2)cc1OC` gave Jurkat NFkB inh 9, APJ ag -8, UPR CHOP act 2.2, 697 NFkB inh 1, tim23-1 inh 18, APJ antagonist 25, XBP1 UPR activ 1 and Mdm2 MdmX PPI 41.
`CCC1CCCCN1C(=O)c1nn2cccnc2c1Cl` (stereo not drawn) gave Jurkat NFkB inh -7, APJ ag 0, UPR CHOP act -3.5, 697 NFkB inh -2, tim23-1 inh 20, APJ antagonist -4, XBP1 UPR activ 5 and Mdm2 MdmX PPI 16.
For Cc1cccc(C)c1NC(=O)c1ccc(-n2cncn2)nc1 the results were Jurkat NFkB inh -2, APJ ag -2, UPR CHOP act -2.5, 697 NFkB inh 4, tim23-1 inh -3, APJ antagonist 15, XBP1 UPR activ 2 and Mdm2 MdmX PPI 39.
For Cc1cc(C)n(Cc2ccc(NC(=O)c3ccc(COc4ccccc4Br)cc3)cc2)n1 the results were Jurkat NFkB inh 19, APJ ag 4, UPR CHOP act 3.6, 697 NFkB inh -47, tim23-1 inh 11, APJ antagonist -11, XBP1 UPR activ 2 and Mdm2 MdmX PPI 36.
For CCOCCCn1c(SCC(=O)NC(C)(C)C)nc2ccccc2c1=O the results were Jurkat NFkB inh -8, APJ ag 0, UPR CHOP act -0.3, 697 NFkB inh -3, tim23-1 inh 11, APJ antagonist -2, XBP1 UPR activ -1 and Mdm2 MdmX PPI 17.
O=c1c2ccccc2cnn1Cc1n[nH]c(=S)n1-c1ccc(F)cc1 was read as Jurkat NFkB inh 0, APJ ag -3, UPR CHOP act -1.5, 697 NFkB inh 10, tim23-1 inh 5, APJ antagonist -4, XBP1 UPR activ 2 and Mdm2 MdmX PPI -24.
Cc1cc(C)nc(N2CCC(C(=O)NNC(=O)c3ccc(Cl)cc3)CC2)n1 was read as Jurkat NFkB inh 11, APJ ag 0, UPR CHOP act 1.4, 697 NFkB inh 15, tim23-1 inh -7, APJ antagonist 3, XBP1 UPR activ -2 and Mdm2 MdmX PPI 24.
For Cc1ccnc(N2C(=O)c3cccc4c([N+](=O)[O-])ccc(c34)C2=O)c1 the results were Jurkat NFkB inh 7, APJ ag -1, UPR CHOP act 1.8, 697 NFkB inh 11, tim23-1 inh 74*, APJ antagonist -12, XBP1 UPR activ -10 and Mdm2 MdmX PPI 100*.
CC1CN(C(=O)C2CC2)C(C)CN1C(=O)C1CC1 (stereo not drawn) was read as Jurkat NFkB inh 0, APJ ag -1, UPR CHOP act -1.9, 697 NFkB inh -15, tim23-1 inh 8, APJ antagonist -3, XBP1 UPR activ 3 and Mdm2 MdmX PPI 27.
`NC(=O)COC(=O)Cc1coc2cc3c(cc12)CCC3` gave Jurkat NFkB inh -12, APJ ag -4, UPR CHOP act 0.1, 697 NFkB inh 11, tim23-1 inh 3, APJ antagonist -11, XBP1 UPR activ 0 and Mdm2 MdmX PPI 5.
Screening O=C(COC(=O)c1ccccc1)Nc1cccc(S(=O)(=O)NC2=NCCCCC2)c1 returned Jurkat NFkB inh 12, APJ ag -3, UPR CHOP act -0.3, 697 NFkB inh 13, tim23-1 inh 0, APJ antagonist 16, XBP1 UPR activ 2 and Mdm2 MdmX PPI -17.
Screening CC1CCCCN1c1nnc(NC(=O)c2cc(-c3ccc(Br)cc3)on2)s1 (stereo not drawn) returned Jurkat NFkB inh 7, APJ ag 3, UPR CHOP act 3.2, 697 NFkB inh -16, tim23-1 inh 34, APJ antagonist 4, XBP1 UPR activ 0 and Mdm2 MdmX PPI 32.
Screening O=[N+]([O-])c1cc([N+](=O)[O-])c(Oc2cccnc2Br)cc1NN1CCCCC1 returned Jurkat NFkB inh -3, APJ ag 14, UPR CHOP act 2.3, 697 NFkB inh 10, tim23-1 inh 29, APJ antagonist -27, XBP1 UPR activ 5 and Mdm2 MdmX PPI 56*.
Cc1cc(C)cc(-n2ncc3c2CCCC3NC(=O)CN2CCCCC2=O)c1 (stereo not drawn) was read as Jurkat NFkB inh 8, APJ ag -4, UPR CHOP act -2.4, 697 NFkB inh 16, tim23-1 inh -2, APJ antagonist 3, XBP1 UPR activ -4 and Mdm2 MdmX PPI -2.
CNC(=S)N1CCc2cc(OC)c(OC)cc2C1 was read as Jurkat NFkB inh -13, APJ ag -2, UPR CHOP act -1.7, 697 NFkB inh -10, tim23-1 inh 2, APJ antagonist -9, XBP1 UPR activ -3 and Mdm2 MdmX PPI 5.
OC(COCc1ccccc1)CN1CCN(c2ccccc2)CC1 (stereo not drawn) was read as Jurkat NFkB inh 5, APJ ag 2, UPR CHOP act 1.1, 697 NFkB inh 0, tim23-1 inh 12, APJ antagonist 17, XBP1 UPR activ -4 and Mdm2 MdmX PPI -20.
COCC(=O)Nc1nc2ccccc2s1 was read as Jurkat NFkB inh -38, APJ ag 5, UPR CHOP act 1.9, 697 NFkB inh -45, tim23-1 inh 5, APJ antagonist 3, XBP1 UPR activ -2 and Mdm2 MdmX PPI -3.
Screening CN(C(=O)CN1C(=O)NC(C)(CCc2ccccc2)C1=O)c1ccccc1 (stereo not drawn) returned Jurkat NFkB inh -5, APJ ag -3, UPR CHOP act 0.5, 697 NFkB inh -6, tim23-1 inh -2, APJ antagonist 21, XBP1 UPR activ 0 and Mdm2 MdmX PPI 12.

Random draw from the library. About 5% of those tested had a hit in this group.
